# SUMO1 PPI mod – modulators of SUMO1 protein-protein interactions, primary screen, biochemical, uHTS. inhibition, % at 20 µM. AID 602429, 2012. Small ubiquitin-related modifier 1 (Homo sapiens), P63165. SUMO1 binding to a labelled peptide, TR-FRET, 1 h. hit rate 0.33% among 360,000; in the data active = inhibition above about 37%
# Rpn11 inh – Rpn11 (PSMD14) deubiquitinase inhibitors, primary screen, biochemical, fluorescence polarization, uHTS. 26S proteasome non-ATPase regulatory subunit 14 (Homo sapiens), O00487. calls only at 20 µM. human 26S proteasome, Ub4-pepOG fluorescence polarization; 20S core pre-blocked with epoxomicin. hit rate 0.59% among 360,000;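 active = inhibition at 20 µM, scaled to each plate's controls, above about 33%, limit read from the data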
# Tb MetRS inh – T. brucei MetRS inhibitors, primary screen, biochemical, luminescence; methionyl-tRNA synthetase (Trypanosoma brucei brucei); inhibition, % at 11.9 µM; hit rate 0.4% among 360,000; purified T. brucei MetRS, ATP depletion, Kinase-Glo luminescence;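 active = inhibition above a per-plate cutoff of the control wells' mean inhibition plus 3 SD, cut at about 5.5% in these data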;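 also: 0% = DMSO wells median and 100% = median of wells with control inhibitor compound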
#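 Material: parasite MetRS enzyme / Replication: singlicate, one well per compound / Signal: luminescence of leftover ATP / Schedule: 2 h aminoacylation at 25 °C after 15 min preincubation / Medium: HEPES-MgCl2-KCl buffer plus DTT, spermine, BSA, pyrophosphatase / Doses: 11.9 µM single point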
# DNMT1 inh – human DNMT1 methyltransferase inhibitors, primary screen, biochemical, molecular beacon, fluorescence, HinP1I cleavage, uHTS; DNA (cytosine-5)-methyltransferase 1 (Homo sapiens), P26358; inhibition (reported as % activation of signal), % at 10 µM; hit rate 0.83% among 360,000; AID 588458, 2011; in the data active = inhibition above about 50%
# NadD inh – inhibitors of S. aureus NadD, primary screen, biochemical, colorimetric, uHTS. Nicotinate-nucleotide adenylyltransferase NadD (Staphylococcus aureus N315). purified NadD enzyme, colorimetric absorbance read-out. inhibition, % at 20 µM. hit rate 0.78% among 360,000; in the data active = inhibition above about 26%; also: some compounds past the cut are filed as inactive
# Scp1 inh – Scp-1 phosphatase inhibitors, primary screen, biochemical, colorimetric, uHTS. Carboxy-terminal domain RNA polymerase II polypeptide A small phosphatase 1 (Homo …. Recombinant Scp1, phosphopeptide, malachite green phosphate absorbance. inhibition, % at 20 µM. hit rate 0.88% among 340,000. AID 493091, 2011;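 active = inhibition above about 50% at 20 µM, limit read from the data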;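 also: plate controls were DMSO wells with enzyme for no effect and wells lacking enzyme for full effect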
# Target sequence (Q9GZU7 76-261 limits assumed): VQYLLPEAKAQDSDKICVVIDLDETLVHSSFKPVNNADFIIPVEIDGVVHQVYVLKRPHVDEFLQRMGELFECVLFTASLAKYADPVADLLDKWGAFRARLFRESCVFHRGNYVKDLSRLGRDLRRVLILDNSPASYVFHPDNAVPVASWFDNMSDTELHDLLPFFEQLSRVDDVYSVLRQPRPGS
#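 Test system: SCP-1 phosphatase catalytic domain, residues 76-261; measured by: colorimetric phosphate reagent with accelerator and stabiliser, absorbance at 630 nm; timing: enzyme reaction 45 min at room temperature, colour 5 min, stabilisation 30 min; also added: Phosphorylated 17-residue peptide substrate; compound dosing: one concentration, 20 µM, with 1.0% DMSO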
# STEP block – STEP phosphatase inhibitors, primary screen, biochemical, fluorescence intensity, uHTS; recombinant STEP, OMFP fluorogenic substrate; inhibition, % at 20 µM; hit rate 0.25% among 360,000;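 active = inhibition at 20 µM, scaled per plate between control wells, above about 37%, limit read from the data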;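 also: 0% = DMSO with enzyme and substrate and 100% = substrate only without enzyme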
#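 medium = Bis-Tris buffer pH 6.0, 2.5 mM DTT, 0.005% Tween 20 | test system = STEP (striatal-enriched tyrosine phosphatase) enzyme, cell-free | measure = normalized % inhibition | compound dosing = 20 µM, 1% DMSO | also added = 25 µM OMFP | schedule = reaction 20 min, ambient temperature | measured by = fluorescence read at 480 nm ex / 540 nm em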
# LMPTP inh – LMPTP phosphatase inhibitors, primary screen, biochemical, fluorescence intensity, uHTS; inhibition, % at 20 µM; Low molecular weight phosphotyrosine protein phosphatase (Homo sapiens), P24666; recombinant LMPTP-A, OMFP fluorogenic substrate; hit rate 0.22% among 360,000;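 active = compounds that cut the enzyme signal by at least half of the control window in the single-dose screen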;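 also: plate controls were DMSO wells with enzyme plus substrate for no effect and substrate without enzyme for full effect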
# Target sequence (P24666 whole entry, looked up): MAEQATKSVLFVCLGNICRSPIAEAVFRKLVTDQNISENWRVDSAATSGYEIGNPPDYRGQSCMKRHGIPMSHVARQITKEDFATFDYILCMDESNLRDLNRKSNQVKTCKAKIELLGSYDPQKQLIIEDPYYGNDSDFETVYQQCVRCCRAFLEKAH
#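 Assay system: LMPTP-A phosphatase enzyme | Input: 0.625 nM enzyme | Also added: Fluorogenic phosphatase substrate OMFP at 400 µM final | Compound dosing: One test concentration per compound, 20 µM, with 3% DMSO overall | Schedule: 50 min enzyme reaction at room temperature, protected from light | Signal: Fluorescence intensity | Benchmarks: no-enzyme and uninhibited controls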
# PABP1 MLLE inh – inhibitors of PABP1 MLLE–PAM2 peptide binding, primary screen, biochemical, fluorescence polarization, FITC-PAM2, GST-MLLE. Polyadenylate-binding protein 1 (Homo sapiens), P11940. inhibition, % at 20 µM. hit rate 0.36% among 360,000. AID 588489, 2011; in the data active = inhibition above about 35%, passing the limit was not always enough;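 also: plate controls were DMSO wells with GST-MLLE for no effect and wells lacking GST-MLLE protein for full effect; some results filed as inactive read as strong as hits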
# Target sequence (P11940 whole entry, looked up): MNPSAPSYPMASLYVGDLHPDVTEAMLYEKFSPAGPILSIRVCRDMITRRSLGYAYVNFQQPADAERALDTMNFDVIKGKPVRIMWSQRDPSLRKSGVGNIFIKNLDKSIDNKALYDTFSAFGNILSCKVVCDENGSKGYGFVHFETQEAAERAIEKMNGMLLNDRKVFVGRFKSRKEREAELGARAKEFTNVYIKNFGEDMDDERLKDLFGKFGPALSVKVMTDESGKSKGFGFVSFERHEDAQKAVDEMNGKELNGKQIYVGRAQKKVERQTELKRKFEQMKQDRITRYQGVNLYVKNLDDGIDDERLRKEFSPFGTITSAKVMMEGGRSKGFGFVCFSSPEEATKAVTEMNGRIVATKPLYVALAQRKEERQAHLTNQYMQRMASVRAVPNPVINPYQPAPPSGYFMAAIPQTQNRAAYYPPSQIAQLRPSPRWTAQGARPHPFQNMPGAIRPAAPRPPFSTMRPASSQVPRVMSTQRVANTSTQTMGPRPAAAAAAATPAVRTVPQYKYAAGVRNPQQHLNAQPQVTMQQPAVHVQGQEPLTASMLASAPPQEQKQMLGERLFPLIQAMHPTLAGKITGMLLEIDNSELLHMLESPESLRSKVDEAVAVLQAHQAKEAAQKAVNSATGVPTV
# CSN deneddyl inh – inhibitors of CSN-mediated cullin deneddylation, primary screen, biochemical, fluorescence polarization, uHTS; inhibition, % at 12.5 µM; hit rate 0.38% among 360,000; Purified CSN, SCF-Nedd8-OG deneddylation;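 active = pattern-corrected inhibition above about 35%, with an unprinted fluorescence ratio check between 0.5 and 1.5, limit read from the data, passing the limit was not always enough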;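 also: 0% = enzyme with substrate and 100% = substrate without enzyme; some results filed as inactive read as strong as hits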
#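 Material: human Csn5 produced in HEK293T cells; Input: enzyme 0.24 nM; Reagent: SCFSkp2-Nedd8OG substrate at 10 nM final; Dosing: 12.5 µM compound; Incubation: 90 min reaction at room temperature; Detection: fluorescence polarization of the substrate; Evaluation: % inhibition of substrate cleavage by Csn5; Control set: substrate-only high control, full reaction low control.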
# Active calls of the source: *; i = inactive; . = no result given; + = active, no number.
SMILES,SUMO1 PPI mod,Rpn11 inh,Tb MetRS inh,DNMT1 inh,NadD inh,Scp1 inh,STEP block,LMPTP inh,PABP1 MLLE inh,CSN deneddyl inh
Cc1ccc(CC2SC(N=C(N)N)=NC2=O)cc1 (stereo not given),-4,i,-0.9,2,-4,-3,-2,-0.4,2,-2
O=C(COc1ccccc1[N+](=O)[O-])NCC1COc2ccccc2O1 (stereo not given),-10,i,-0.1,-3,2,5,0,1.2,6,4
CC(C)(C)OC(=O)N1CCC(CC2CC(c3cccc(Br)c3)=NO2)(C(=O)O)CC1 (stereo not given),2,i,-0.3,1,-7,-6,0,-1.5,-2,0
CCOC(=O)C1(C)CCCN1C(=O)c1cccc(F)c1 (stereo not given),2,i,-0.2,-4,2,.,3,-0.4,-13,-4
C#CCOCCOCCOCCNc1nc(N2CCN(C(=O)C([C@@H](C)O)n3cc([C@@H](N)CCCCN)nn3)CC2)nc(N2CCN(C(=O)[C@H](CCC(=O)O)n3cc([C@@H](N)[C@H](C)CC)nn3)CC2)n1 (stereo not given in full),-17,i,0.2,5,7,-8,-5,-10,2,3
CC(C)n1nc(Cc2cccc3ccccc23)c(C#N)c1N,1,i,-0.1,-3,-9,-8,-1,-0.5,-16,-3
COCCNC(=S)N(C)C1(c2ccccc2Cl)CCCCC1=O (stereo not given),1,i,-0.6,-2,7,7,1,-0.4,-22,5
COc1ccc(C(=O)Oc2cc(C)c(CN3CCOCC3)cc2C)cc1OC,-3,i,-0.2,-2,-5,-10,0,0.6,9,-1
Cc1noc(C)c1CNCc1ccccc1,0,i,-0.5,-1,-1,-13,2,-2.6,3,-2
COc1ccc(-c2noc(-c3cccc(Cl)c3)n2)cc1OC,-4,i,0.1,2,-14,-9,1,1.4,7,-12
COc1ccc(OC)c(NC(=O)C2(C)CCN2C(C)C)c1 (stereo not given),-1,i,-0.1,-3,-6,.,3,-0.6,12,3
CCCOc1cccc(C(=O)Nc2cc(NC(=O)c3ccco3)ccc2OC)c1,0,i,-1.6,-2,-7,-2,-6,-1.1,-19,3
O=C(NC1CCCCCCC1)c1ccc(F)c(S(=O)(=O)N2CCOCC2)c1,6,i,-0.2,-1,1,-3,-2,-1.3,22,-3
COc1cc(C)ccc1OCCOCCN(C)Cc1ccccc1,3,i,-1.4,6,-2,4,0,-1.7,-12,-9
COc1ccc(CN2CCNC(=O)C2CC(=O)NC2CCCCCC2)c(C)c1C (stereo not given),-6,i,-0.3,-2,4,-9,0,-0.4,-2,6
Cn1c(CCNC(=O)c2ccccc2F)nnc1SCC(=O)Nc1nncs1,2,i,-0.2,3,0,-5,-1,-0.9,5,-2
C=CCn1c2ccccc2c(=O)c2cc(C#CC3(O)CCCCC3)ccc21,-19,i,0.3,-5,-4,-10,-2,3.1,6,-1
O=C(CCCCCCCC(=O)NCC1CCCO1)NCC1CCCO1 (stereo not given),1,i,-1.0,4,0,-3,0,-1.0,11,-3
Cc1csc2c(N3CCCCC3)ncnc12,3,i,0.3,2,-3,-23,0,-0.7,5,0
Cc1ccccc1OCCCCc1c(C)n[nH]c1C,2,i,-0.1,-5,-7,0,2,-1.0,-2,6
Cc1oc2cc3oc(=O)cc(C)c3cc2c1C,-1,i,-0.5,2,-8,-4,1,0.4,-13,0
Cc1ccc(C2N(C)C(=O)c3ccccc3N2C)cc1 (stereo not given),4,i,0.8,1,1,-12,2,-5.2,6,1
COCc1cc(C)nc(SCC(=O)Oc2ccccc2)c1C#N,-7,i,-0.6,1,-5,-3,-1,-0.4,4,-8
CCN(Cc1nc2ccccc2c(=O)[nH]1)Cc1nc2cc(OC)c(OC)cc2c(=O)[nH]1,2,i,-0.5,-1,12,-9,-1,-0.1,-35,-2
CCOc1ccc(/C=C/C(=O)Nc2ccc(N3CCOCC3)cc2)cc1,0,i,-0.6,7,15,-4,0,-0.7,-4,0
Cc1nnc(NCc2n[nH]c(=O)c3ccccc23)c2ccccc12,1,i,-0.1,-3,1,-4,-6,-0.2,-7,6
CCN(C(=O)c1cc2cccc(OC)c2oc1=O)c1ccccc1,-4,i,-1.4,3,-2,-2,-2,-0.4,0,-3
O=C(O)CCCCNS(=O)(=O)/C=C/c1ccccc1,2,i,-0.3,1,0,-6,0,-1.3,8,-1
COc1cccc(CNS(=O)(=O)c2c(C)[nH]c(C)c2C(=O)N2CCCCC2)c1,2,i,0.5,1,-4,-6,2,0.0,-6,5
CCN(CC)CC(=O)Nc1sc(C)cc1C(=O)c1ccccc1,-1,i,-1.5,3,-2,-2,0,0.7,-1,6

# Quoted at random: 4 compounds from above
SMILES,SUMO1 PPI mod,Rpn11 inh,Tb MetRS inh,DNMT1 inh,NadD inh,Scp1 inh,STEP block,LMPTP inh,PABP1 MLLE inh,CSN deneddyl inh
Cc1csc2c(N3CCCCC3)ncnc12,3,i,0.3,2,-3,-23,0,-0.7,5,0
Cc1oc2cc3oc(=O)cc(C)c3cc2c1C,-1,i,-0.5,2,-8,-4,1,0.4,-13,0
Cn1c(CCNC(=O)c2ccccc2F)nnc1SCC(=O)Nc1nncs1,2,i,-0.2,3,0,-5,-1,-0.9,5,-2
COCc1cc(C)nc(SCC(=O)Oc2ccccc2)c1C#N,-7,i,-0.6,1,-5,-3,-1,-0.4,4,-8

# The listing continues.
SMILES,SUMO1 PPI mod,Rpn11 inh,Tb MetRS inh,DNMT1 inh,NadD inh,Scp1 inh,STEP block,LMPTP inh,PABP1 MLLE inh,CSN deneddyl inh
CC(=O)Nc1cccc(-c2ccnc3c2CC(C(=O)Nc2cccc(OC(F)(F)F)c2)O3)c1 (stereo not given),6,i,-0.2,-7,7,.,0,2.2,6,-1
C=C(C)CSc1nc2sc3c(c2c(=O)n1C1CCCCC1)CCN(C)C3,-22,+,-0.2,30,2,-4,-2,1.3,-38,2
O=C(Nc1ccccc1)c1oc2ccccc2c1NC(=O)C1CC1,-5,i,-0.2,-5,-11,-12,-3,1.5,3,-1
CCCC(=O)Oc1ccc2c(C)cc(=O)oc2c1,3,i,0.6,6,-8,-7,1,-0.9,-19,-5
CC1(C(=O)NS(=O)(=O)c2cccc(Cl)c2)CCN1C(=O)Cc1ccccc1 (stereo not given),6,i,-0.2,2,-3,.,4,-0.8,-2,-1
O=C(CCCCCCCCC(=O)N/N=C/c1ccco1)N/N=C/c1ccco1,1,i,-1.8,9,2,51*,2,-0.5,-1,11
CCOC(=O)c1sc(NC(=O)c2sc(C)nc2C)nc1C,1,i,-1.5,14,-3,1,-4,5.3,-6,0
CN1CCN(c2nc(-c3ccncc3)nc3ccccc23)CC1,-3,i,-0.6,18,-1,-5,6,-0.8,6,-2
Cc1ccc(C)c(N2CCN(S(=O)(=O)c3c(C)[nH]c(C)c3C(=O)N3CCCCC3)CC2)c1,-2,i,-0.1,-2,1,-4,3,0.5,15,0
C=CC[C@H](CC(=O)NCCO)C(=O)NC[C@H](OC(=O)[C@@H](CC=C)Cc1ccc(F)cc1)c1ccccc1,1,i,-0.4,0,1,-2,-2,0.4,6,2
CCCc1nnc(SCC(=O)N2CCCC2)n1CC1CCCO1 (stereo not given),0,i,0.5,-1,-6,-5,1,-1.0,-7,3
CN[C@H]1C[C@@H](c2ccccc2)N(C(C)=O)C[C@H]1CO,0,i,-0.4,-1,-3,.,0,0.2,-4,2
O=C(CCC(=O)Nc1ccccc1)NNC(=O)c1cccs1,3,i,-0.7,4,-5,3,-1,-0.2,-8,1
COc1cc2c(cc1OC)C(=O)N(C)CC2,0,i,-0.3,-1,0,1,-4,-1.1,9,0
O=C(Cc1c(F)cccc1Cl)N1CCOCC1,0,i,-0.8,6,-5,3,-3,-2.9,-5,7
Cc1cccc(OCC(=O)Nc2ncn[nH]2)c1C,-4,i,-0.3,-1,-3,0,-1,-0.8,-7,-3
Cc1ncc(CO)c2cc(-c3nnc(Nc4ccc5c(c4)OCO5)s3)c(=O)oc12,29,i,0.7,-7,0,-6,0,0.4,-5,3
O=C1NC[C@@H](CCCCN2C[C@H](Cc3ccccc3)N(CCc3ccccc3)C(=O)C2=O)N(CCc2ccccc2)C1=O,-1,.,-0.3,.,21,.,.,-0.5,.,-4
CC(C)N(Cc1ccccc1)C(=O)COC(=O)/C=C/c1cnc2ccccc2n1,-29,i,-0.6,-1,-6,-5,-2,-0.8,-19,-6
CC(C)OC(=O)c1nnn(-c2nonc2N)c1CSc1ccccn1,-2,i,-0.5,-2,1,-7,-3,-1.7,10,-4
CCc1cccc(NC(=O)COC(=O)c2c(-c3ccccc3)noc2C)c1,12,i,-0.1,-1,-7,.,1,-0.3,2,2
